Screening results deposited in PubChem by National Center for Advancing Translational Sciences (NCATS).
CCT chaperon mod = cytosolic chaperonin activity modulation. purified chaperonin ATPase assay, HTRF ADP detection, 30 min. activity change, % (concentration not given with the values), hits read low. actives 0.3% (n = 360,000). AID 651819; in the data active = activity change below about -30%; also: % is scaled to controls: 0 for no effect and ±100 for the full control effect
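Enzyme 40 or 20 nM (batch-dependent) in Tris pH 7.4/KCl/MgCl2/DTT; cpd 76 uM single point; ATP 10 uM; 30 min 37 °C; Transcreener ADP HTRF detection, 30 min RT; ratio 665/615.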
EPAC1 agonist = activates human EPAC1 exchange factor | O95398 | actives 0.073% (n = 360,000) | EPAC1 agonist qHTS, biochemical assay; response scale: 100% = response to 6.5 mM cAMP | Potency, µM (top dose mostly 154 µM), for inactives: at the highest dose activation, usual class: activators | AID 720707; also: potency is read from the fitted curve at half-maximal effect; nearly all actives have a fitted effect of over 60% in size
Target sequence (O95398 whole entry, looked up): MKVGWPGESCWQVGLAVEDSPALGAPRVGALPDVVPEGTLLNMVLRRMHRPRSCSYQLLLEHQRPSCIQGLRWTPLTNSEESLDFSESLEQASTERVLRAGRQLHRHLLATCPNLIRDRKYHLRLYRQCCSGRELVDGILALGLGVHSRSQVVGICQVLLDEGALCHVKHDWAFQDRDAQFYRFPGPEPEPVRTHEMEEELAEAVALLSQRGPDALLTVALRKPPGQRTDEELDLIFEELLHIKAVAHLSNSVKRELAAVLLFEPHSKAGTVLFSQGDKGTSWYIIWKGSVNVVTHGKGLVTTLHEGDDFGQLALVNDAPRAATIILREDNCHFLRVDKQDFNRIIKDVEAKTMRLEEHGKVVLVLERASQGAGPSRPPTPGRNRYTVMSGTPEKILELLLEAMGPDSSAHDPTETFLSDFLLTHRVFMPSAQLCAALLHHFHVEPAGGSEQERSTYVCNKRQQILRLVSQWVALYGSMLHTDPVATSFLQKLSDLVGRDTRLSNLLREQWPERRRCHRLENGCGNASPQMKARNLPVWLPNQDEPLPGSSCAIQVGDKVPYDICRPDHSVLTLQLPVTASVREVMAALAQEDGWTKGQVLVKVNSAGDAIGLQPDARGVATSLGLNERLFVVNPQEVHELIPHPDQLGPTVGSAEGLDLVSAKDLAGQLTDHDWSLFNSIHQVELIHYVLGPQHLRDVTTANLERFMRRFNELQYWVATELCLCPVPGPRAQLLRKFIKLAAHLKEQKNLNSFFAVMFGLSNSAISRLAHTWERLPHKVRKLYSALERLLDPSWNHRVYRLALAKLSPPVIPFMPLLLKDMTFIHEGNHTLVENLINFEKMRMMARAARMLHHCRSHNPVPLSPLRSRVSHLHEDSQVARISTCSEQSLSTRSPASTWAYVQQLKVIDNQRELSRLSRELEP
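Read-out is the fluorescence drop as BODIPY-GDP leaves Rap1B (480 nm excitation, 540 nm emission), recorded every 5 minutes over 30 minutes. Reactions held 100 nM EPAC1, 250 nM Rap1B–BODIPY-GDP and 50 uM GDP, with 6.5 mM cAMP setting full activation.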
IL-2 act = activators of IL-2 | IL-2 activation reporter assay, cell-based qHTS; stimulated with anti-CD3/CD4/CD28 beads; in transgenic mouse T cells | activation, % (series mostly up to about 46 µM) | actives 0.065% (n = 360,000); in the data active = activation above about 50%; inconclusive = mostly about 30% to 49%; also: 0% is about no effect
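EGFP and DsRed fluorescence is measured by plate cytometry in unstimulated transgenic mouse T cells exposed to compound for 60 minutes, then stimulated 18 hours at 37 degrees C with anti-CD3/anti-CD4 beads plus anti-CD28.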
EPAC1 antag = blocks human EPAC1 exchange factor; O95398; EPAC1 GEF assay, Rap1b-BODIPY-GDP exchange fluorescence; Potency, µM (doses to about 115 µM), inactives show at the highest dose activity change, negative = inhibition, most hits filed as inhibitors; actives 0.14% (n = 360,000);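 also: potency is read from the fitted curve at half-maximal effect; plate controls were vehicle for no effect and positive control for full effect; nearly all actives have a fitted effect of over 50% in size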
EPAC2 ag = agonists of human EPAC2 (RAPGEF4) | Potency, µM (doses to about 154 µM), inactives show top-dose activation, usual class: activators | actives 0.079% (n = 360,000) | Q8WZA2 | AID 720711 | EPAC2 activation, biochemical qHTS; response scale: 100% = 6.5 mM cAMP response; also: potency is read from the fitted curve at half-maximal effect; nearly all actives have a fitted effect of over 50% in size
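Compounds were added across a concentration range to EPAC2 (100 nM), RAP1B-BODIPY-GDP (250 nM) and GDP (50 uM). After 5 min at room temperature, fluorescence was recorded at 5-min intervals for 30 min.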
WRN inhibitor = blocks human WRN helicase; AID 651768; actives 0.46% (n = 360,000); Q14191; Potency, µM (titrated, usually from 114 µM), for inactives: top-dose activity change, negative = inhibition, hits mostly inhibitors; WRN helicase unwinding, fluorescent forked duplex, kinetic; also: potency is read from the fitted curve at half-maximal effect; % is scaled to controls: 0 for no effect and ±100 for the full control effect; nearly all actives have a fitted effect of over 55% in size
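Kinetic red-fluorescence monitoring (525/598 nm) tracks WRN helicase activity after 100 nM fluorophore-quencher forked duplex and 2 mM ATP are added to 20 nM enzyme pretreated 15 min at room temperature with compound.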
PLK1 PBD inh = blocks phosphopeptide binding to human PLK1 polo-box domain; P53350; Plk1 PBD binding of FITC phosphopeptide, fluorescence polarization; Potency, µM, for inactives: max response, negative = inhibition, hits mostly inhibitors; actives 2.8% (n = 360,000); also: potency is read from the fitted curve at half-maximal effect; series mostly up to about 57 µM; % is scaled to controls: 0 for no effect and ±100 for the full control effect; nearly all actives have a fitted effect of over 65% in size
PI5P4Ka inh = inhibitors of human PI5P4K alpha | PI5P4Kalpha enzyme, ADP-Glo luminescence, 60 min; active compounds read low | max response, % | actives 1.2% (n = 330,000) | AID 652105; active = max response of -50% or lower; inconclusive = between -30% and -50%; inactive = -30% or higher; also: value at the top dose of about 77 µM; % is scaled to controls: 0 for no effect and ±100 for the full control effect
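Enzyme plus substrate dispensed, test compounds pinned in, then ATP (5 microM final) added. After 60 min at RT, ADP-Glo reagent 1 for 45 min and reagent 2 for 30 min preceded luminescence imaging.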
Numbers without * were called inactive; u = inconclusive; x = no result given; [ ] = another dose, or the depositor's remark. Unless noted, calls follow the shape of the dose curve; as a rule, active = well fitted curve in the direction sought with a large enough effect; inconclusive = small, poorly fitted or top-dose-only effect, or another doubt; inactive = no such curve, though single readings can be large; an effect the other way counts as inactive or inconclusive.

SMILES | CCT chaperon mod | EPAC1 agonist | IL-2 act | EPAC1 antag | EPAC2 ag | WRN inhibitor | PLK1 PBD inh | PI5P4Ka inh
O=C(NC1CCCC1)c1ccc(COCC(F)(F)C(F)F)o1 | 0.3 | 2.2% | -2.7 | -0.5% | 9.0% | -0.3% | -3.4% | x
COc1cc(/C=C(/Sc2nnc(-c3ccc(F)cc3)o2)C(=O)O)ccc1OC(F)F | -1.9 | -7.4% | 0.5 | u | -2.4% | -1.2% | -12.3% | -12.9
CCN(CC)CCNC(=O)C1(O)c2cc(Br)ccc2NC(=O)N1c1ccccc1 (stereo not given) | -2.4 | 4.5% | -3.5 | -4.7% | 6.6% | -0.5% | -4.5% | 4.6
Cc1cc(Nc2ccccc2)n(CCO)n1 | -2.9 | 10.6% | -0.5 | -1.8% | 5.6% | 9.8% | -9.1% | 0.0
O=C(/C=C/c1cccc(Cl)c1)Nn1c(-c2cccs2)nc2ccccc2c1=O | 0.6 | 5.9% | -1.3 | -16.9% | -1.6% | -2.3%[57.1 µM] | 0.9% | 1.1
CCOC(=O)C1(C)CCCN1C(=O)c1ccc2ccccc2c1 (stereo not given) | -0.5 | 3.9% | -0.7 | -8.6% | 6.8% | 3.6% | 2.0% | 0.1
O=C(CCc1nc2ccccc2s1)OCc1ccccc1F | -0.7 | -9.9% | 0.8 | -14.3% | 10.0% | -5.7% | -1.0% | 6.8
O=C(COC(=O)c1cccc2ccccc12)Nc1ncc(C(F)(F)F)cc1Cl | -1.3 | 13.1% | -3.6 | u | 3.9% | -5.7% | -19.8% | -11.6
COc1cc(/C=N/S(=O)(=O)CCc2ccccc2)ccc1O | 0.2 | 2.4% | -0.6 | 13.9% | 4.4% | 6.4%[57.1 µM] | -5.3% | -7.8
COc1ccc(NC(=O)c2ccc(-n3cccn3)nc2)cc1 | -0.1 | 3.3% | -2.0 | 3.1% | 1.6% | 11.2% | -6.6% | x
COc1ccccc1S(=O)(=O)Cc1ccc(C(=O)NCCN(C)C)o1 | -2.0 | -0.3% | -2.4 | -14.0% | 10.3% | 4.6% | -10.2% | -5.5
O=C(c1ccc(F)cc1)n1c(=S)nc2ccccn21 | -1.5 | 4.3% | -0.5 | 3.8% | 0.2% | 5.9% | 26.7µM* | 1.5
C/C(CC(=O)Nc1ccc(Cl)cc1Cl)=N\NC(=O)c1cnccn1 | 0.0 | 1.1% | 0.4 | -12.8% | 4.2% | -0.1% | -0.2% | 3.4
CCOc1ccccc1CN1CCC(Oc2ccc(C(=O)NCc3ccccn3)cc2)CC1 | 1.3 | 6.4% | -3.2 | 19.2% | 2.7% | -8.1% | 0.5% | -2.5
O=C(CN(C1CCCCC1)S(=O)(=O)c1ccc(Cl)cc1)NCc1ccncc1 | 0.8 | 3.4% | -1.6 | 2.1% | 7.8% | 3.4% | -9.1% | x
CS(=O)(=O)N(CC(=O)N1CCCCC1)Cc1ccccc1 | 1.8 | 2.8% | -3.3 | -1.7% | 4.3% | -0.3%[57.1 µM] | -16.6% | -1.7
C=C(C)CSc1nc(N)c2c3c(sc2n1)CCC3 | -0.6 | 5.1% | 1.6 | 8.3% | 1.5% | -8.6% | 0.0% | x
Cn1c2c(c(O)c(-c3ccccc3)c1=O)C(=O)CC(C)(C)C2 | -2.2 | 7.9% | -1.8 | -3.6% | 28.9% | 3.5% | -12.2% | -9.7
Cc1cccc(NC(=S)NCc2ccc(F)cc2)c1C | -1.5 | -2.1% | -0.9 | u | 6.4% | -2.4% | -19.8% | 6.8
CCOC(=O)C1(CC2CCCCO2)CCN(S(=O)(=O)c2ccc(C)s2)CC1 (stereo not given) | -1.8 | 1.0% | -1.0 | 0.3% | -2.4% | 0.4% | 6.6% | -5.6

One compound at a time, from the list above. Order of values: CCT chaperon mod | EPAC1 agonist | IL-2 act | EPAC1 antag | EPAC2 ag | WRN inhibitor | PLK1 PBD inh | PI5P4Ka inh
`O=C(c1ccc(F)cc1)n1c(=S)nc2ccccn21` is listed as -1.5 | 4.3% | -0.5 | 3.8% | 0.2% | 5.9% | 26.7µM* | 1.5
`O=C(NC1CCCC1)c1ccc(COCC(F)(F)C(F)F)o1` is listed as 0.3 | 2.2% | -2.7 | -0.5% | 9.0% | -0.3% | -3.4% | x
`CCOC(=O)C1(CC2CCCCO2)CCN(S(=O)(=O)c2ccc(C)s2)CC1` (stereo not given) is listed as -1.8 | 1.0% | -1.0 | 0.3% | -2.4% | 0.4% | 6.6% | -5.6

More entries:
SMILES | CCT chaperon mod | EPAC1 agonist | IL-2 act | EPAC1 antag | EPAC2 ag | WRN inhibitor | PLK1 PBD inh | PI5P4Ka inh
COc1ccc([C@H]2CC(=O)C[C@@H](CCn3cc(C(C)C)nn3)O2)cc1 | -3.0 | 0.3% | 0.2 | -12.6% | 9.3% | 0.4% | -8.3% | 5.1
COc1ccc([C@@]2(O)c3c(ccc(CC=C(C)C)c3O)NC(=O)[C@@H]2OC)cc1 | -0.4 | -20.6% | -0.1 | -11.5% | 6.3% | -4.1% | -2.6% | 1.8
CCOC(=O)c1c(S(=O)(=O)Nc2ccc(C)cn2)c(C)n(C)c1C | -0.9 | 1.3% | 0.2 | 19.3% | 11.2% | -2.4% | 21.2µM* | 0.2
O=C(Nc1ccccn1)c1ccc(C(=O)c2ccccc2)cc1 | 3.6 | 7.8% | 2.1 | -23.5% | 8.2% | -7.5% | 0.0% | -3.1
O=C(COc1cccc(Br)c1)Nc1ccc(N2CCOCC2)cc1N1CCOCC1 | 0.1 | -2.1% | -0.3 | 9.6% | -4.4% | -5.3% | -3.4% | 5.7
Nc1cc(Cl)ccc1CN1C(=O)c2ccccc2C1=O | -0.7 | 3.5% | -0.5 | -14.0% | 9.0% | -3.1% | -3.8% | -1.1
CC(NC(=O)c1cccc(OC2CCN(C3CCN(C)CC3)CC2)c1)c1ccccc1 (stereo not given) | -6.8 | 12.1% | 1.0 | -26.0% | 10.0% | 3.5% | -11.7% | 1.5
Cc1c(NC(=O)CN2C(=O)NC3(CCCCC3C)C2=O)cccc1[N+](=O)[O-] (stereo not given) | 1.3 | -9.4% | 1.5 | 9.1% | -5.0% | 8.8% | 0.5% | 2.8
Cc1onc(-c2ccccc2Cl)c1C(=O)N1CCCCCC1 | -2.2 | -2.4% | 0.3 | 4.2% | 6.3% | -1.6% | -3.2% | -5.2
CCN(CC)CCOC(=O)c1c(C)oc2ccc(OC)cc12 | 3.1 | -2.5% | 0.7 | 10.5% | 4.6% | -11.4% | 1.7% | x
Cc1ccc(C(=O)Nc2ccc(Nc3ccccc3)cc2)c(Cl)c1 | -7.7 | 0.8% | 0.7 | -11.7% | 15.4% | 9.6% | -1.3% | -3.5
Cc1ccc(NC(=O)COC(=O)CNC(=O)c2ccc(Cl)cc2Cl)cc1S(=O)(=O)N1CCOCC1 | 0.5 | -3.1% | 0.0 | -10.0% | -2.7% | -2.8% | 1.8% | -0.3
COc1ccccc1N1CCN(C(=O)COc2cc(C)ccc2C)CC1 | -1.7 | -4.3% | -0.9 | 0.9% | -3.4% | -19.8% | 21.2µM* | -9.9
O=C1c2ccccc2C(Nc2ccc(Cl)cn2)N1c1ccccn1 (stereo not given) | 1.6 | -19.1% | -1.1 | 10.4% | 14.0% | 1.8% | -16.9% | -3.1
CCc1nnc(NC(=O)/C=C/c2ccc(C)o2)s1 | -1.7 | -0.9% | 0.3 | 5.6% | 0.9% | -5.3% | -12.1% | -10.2
Cc1ccc(N(CC#N)C(=O)CS(=O)(=O)c2cccc([N+](=O)[O-])c2)cc1 | -5.3 | 10.2% | 0.3 | 16.4% | 10.5% | 7.2% | -15.6% | 0.3
CCOc1ccc(C(=S)N2CCCC2)cc1 | -5.5 | 2.5% | -0.4 | 0.0% | 1.6% | 6.9% | -3.9% | 6.4
COC(=O)Cn1c(=NC(=O)c2ccc(OC)cc2)sc2cc(OC)ccc21 | -15.0 | -4.0% | -0.1 | -3.8% | -1.2% | -15.2% | -1.3% | 1.7
C=CCNS(=O)(=O)c1ccc(OC)c(C)c1 | 2.2 | -3.2% | -0.1 | 6.5% | 2.2% | -18.1% | 0.3% | x
CCOC(=O)c1csc(NNC=O)n1 | -4.2 | 4.7% | 0.8 | -9.1% | -0.3% | 4.2% | -6.3% | 4.7
O=C(NC1CC1)c1ccc2c(c1)N(Cc1ccccc1)CCS2 | -1.0 | -3.6% | 0.4 | 4.7% | 5.7% | -2.7% | -8.2% | 1.0
COc1ccc(N2CCN(C(=O)Cc3ccc(OC)c(OC)c3)CC2)cc1 | -4.3 | -2.0% | -0.8 | -11.0% | -0.3% | u | 23.8µM* | u
CC(C)C(NC(=O)C1CCCCC1)C(=O)Nc1ccccn1 (stereo not given) | -2.5 | 6.8% | 1.0 | 3.3% | 6.6% | -0.5% | 2.6% | 10.0
Cc1cc(OCC(=O)O/N=C(\N)Cc2cccs2)ccc1Br | -0.2 | -8.0% | 1.5 | -11.7% | -6.3% | -1.6% | -0.2% | 12.0
CNC(=O)CN(CCc1ccccc1)S(=O)(=O)c1ccc(OC)cc1 | -1.0 | 10.8% | 2.5 | 16.3% | 6.6% | -0.9% | -1.6% | -1.4
Cc1cc(OC(C)C(=O)NCC2CCC(C(=O)O)CC2)c2c(C)c(Cc3ccccc3)c(=O)oc2c1 (stereo not given) | 0.4 | -21.3% | 0.4 | -18.2% | 3.0% | -5.8%[11.6 µM] | -9.2% | -6.6
O=C(CCn1c(=O)c2ccccc2n(Cc2ccccc2)c1=O)NC1CCN(Cc2ccccc2)CC1 | 1.3 | -0.1% | -3.5 | -10.6% | 8.2% | 4.1% | 4.3% | -5.7
CCCN1CCC(=O)N([C@H](CSc2ccc(C)cc2)Cc2ccccc2)CC1 | -2.0 | -6.8% | -0.3 | -12.0% | 8.8% | 4.2% | -16.6% | -3.0
COc1ccc(NC(=O)CSc2nccn2-c2ccccc2)c(OC)c1 | -1.7 | -4.1% | -0.1 | -0.4% | 7.4% | -9.4% | -4.0% | -0.1
CN(CC(=O)NCc1ccncc1)S(=O)(=O)c1ccc(Cl)cc1 | -1.3 | -1.7% | 0.7 | -23.8% | 15.0% | -0.2% | 1.7% | 10.0
O=C(CN1CCN(Cc2ccccc2Cl)CC1)N/N=C/c1ccco1 | -0.7 | 3.3% | -2.6 | -17.9% | 16.2% | -4.1% | -4.4% | -12.1
COc1ccc(C(=O)N2CCN(c3cccc(Cl)c3)CC2)cc1S(=O)(=O)NC1CC1 | -2.7 | -4.2% | 1.1 | 0.1% | 4.4% | 3.6% | -1.9% | 3.5
O=C1CCCCCCCCCC/C(=N\O)CCCO1 | -0.9 | -3.8% | -2.0 | -13.6% | 2.6% | -6.3% | -4.4% | 6.9

A portion of the library; rates above refer to the full screens.
